NPYLR7 agonist = mosquito NPYLR7 agonism. activation, % at 10 µM. AID 1259423. 270,000 tested, 0.15% active. HEK293T NPYLR7/Galpha15, GCaMP6s calcium fluorescence; in the data active means activation above about 40%;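 further: 0% = vehicle and 100% = reference agonist at the receptor; some compounds past the cut are filed as inactive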
hcGAS inh = inhibitors of human cGAS; Q8N884; recombinant h-cGAS, ATP depletion, Kinase-Glo luminescence; inhibition, % at 12.5 µM; 290,000 tested, 0.081% active;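 further: 0% = vehicle reaction and 100% = reaction without DNA for no activity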
Target sequence (Q8N884 whole entry, looked up): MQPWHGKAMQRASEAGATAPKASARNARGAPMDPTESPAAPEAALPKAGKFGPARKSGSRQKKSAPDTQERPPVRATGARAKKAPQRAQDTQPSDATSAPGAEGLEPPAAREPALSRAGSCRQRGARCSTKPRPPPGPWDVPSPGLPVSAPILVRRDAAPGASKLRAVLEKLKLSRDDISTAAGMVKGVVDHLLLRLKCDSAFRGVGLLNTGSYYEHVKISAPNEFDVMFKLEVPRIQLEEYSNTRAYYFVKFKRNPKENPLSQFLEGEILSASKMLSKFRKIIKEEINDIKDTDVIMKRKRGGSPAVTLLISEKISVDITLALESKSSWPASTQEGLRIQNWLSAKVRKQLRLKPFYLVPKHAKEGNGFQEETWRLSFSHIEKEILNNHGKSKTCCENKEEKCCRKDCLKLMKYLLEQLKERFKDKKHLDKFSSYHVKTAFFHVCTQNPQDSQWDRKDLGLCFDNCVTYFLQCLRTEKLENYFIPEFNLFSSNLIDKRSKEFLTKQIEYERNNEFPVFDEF
mcGAS lum = blocks mouse cGAS activity; Q8C6L5; recombinant cGAS, Kinase-Glo ATP depletion luminescence; inhibition, % at 12.5 µM; 160,000 tested, 0.15% active; AID 1259399;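 further: 0% = negative control wells and 100% = reference inhibitor with no enzyme activity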
Starred values were filed as active, the others as inactive; nt = not tested or not shown; & = joins results of further samples. Unless noted, no stated cut-off is given here; in the data, active means inhibition above about 40%; inactive means the rest.

SMILES	NPYLR7 agonist	hcGAS inh	mcGAS lum
COc1ccccc1CN(C(=O)c1cccnc1SC)C1CC1	-3	-9	-12
COc1ccc(CNC(=O)c2cnn3c2NC(c2ccc(C)cc2)CC3C(F)(F)F)cc1 (stereo not drawn)	23	-8	-8
COc1cc(OC)cc(C(=O)N(Cc2ccccc2)Cc2cccn2Cc2ccccc2Cl)c1	22	0	-4
CCc1nnc(C2CCN(C(=O)NC(C)(C)C)CC2)s1	-5	-1	-4
c1c(CN2CCC(c3nnc4n3CCCCC4)CC2)nn2c1CNCCC2	-3	-9	nt
CSc1nnc2c(n1)OC(c1ccccc1Br)Nc1ccccc1-2 (stereo not drawn)	0	-9	-6
O=S(=O)(Nc1ccc2nc(N3CCCC3)sc2c1)c1ccccc1C(F)(F)F	7	3	-2
O=c1cc(O)c2sc3nc(-c4ccncc4)ccc3c2[nH]1	6	-5	nt
CC(SCc1csc(-c2ccc(F)cc2)n1)C(=O)NC1CCS(=O)(=O)C1 (stereo not drawn)	3	-12	nt
O=C(NCC1CCCN(Cc2cccc(F)c2)C1)c1cccc2ccccc12 (stereo not drawn)	9	-8	nt
N#Cc1cccc(CSc2nnc(N)s2)c1	11	-2	nt
N[C@@H](Cc1ccccc1)C(=O)OC1CCCC1	3	-8	nt
Cc1ccccc1CSc1nccn(-c2ccc(F)c(F)c2)c1=O	0	-2	-6
O=C1C(=O)N(CN2CCCC2c2cccs2)c2ccccc21 (stereo not drawn)	12	-2	nt
O=C(Nc1ccc(C(F)(F)F)cc1)c1cc2ccccc2oc1=O	0	-6	-6
O=C(COCc1ccccc1)N1CCC(n2c(C(F)(F)F)nc3ccccc32)CC1	3	-1	-6
COc1ccc(S(=O)(=O)N2CCN(c3nccc(-c4ccc(C(C)(C)C)cc4)n3)CC2)cc1	18	-6	-4
Cc1c(CCNS(=O)(=O)c2ccc(F)cc2)sc2nc(-c3ccc(F)cc3)nn12	2	-4	-6
CCOc1cccc(C=C2SC(=S)NC2=O)c1OC	-6	6	nt
CC1Oc2ccccc2N(CCC(=O)N(C)CC(=O)Nc2c(Cl)cccc2Cl)C1=O (stereo not drawn)	1	-12	-8
Cc1ccccc1N1CCN(C(=O)c2ccc(C#CC(C)(C)O)o2)C(C)C1 (stereo not drawn)	3	2	-10
CC(Cc1c[nH]c2ccccc12)NS(=O)(=O)c1ccc2[nH]cc(C(=O)O)c(=O)c2c1 (stereo not drawn)	11	-8	-7
CCC(C)[C@H](NC(=O)N1CCCC1)C(=O)Nc1cccc(COC)c1 (stereo partly drawn)	3	-4	nt
COc1ccc(CNC2CCN(c3ccc(C(=O)N4CCCC(CO)C4)cc3)CC2)cc1OC (stereo not drawn)	27	-5	-11
CN(CCCn1cccn1)C(=O)c1ccc2cccc(Cl)c2n1	16	-4	nt
Cc1nccn1CC1CCCN(C(=O)c2csc(Cc3ccccc3)n2)C1 (stereo not drawn)	18	-2	nt
C=CCNC(=S)Nc1ccc(F)c(Cl)c1	7	-5	nt
CC1CN(S(=O)(=O)c2ccc(Cl)cc2)CCN1S(=O)(=O)c1ccc(Cl)cc1 (stereo not drawn)	-3	-8	nt
COc1ccc(/C=C2/SC(=Nc3ccccc3)NC2=O)c(OC)c1OC	-5	-7	-6
Cc1nn(C)cc1CN1CCCC1c1nc(C2CCOCC2)n[nH]1 (stereo not drawn)	nt	-6	-5

A different layout for two compounds above:
structure: CC1Oc2ccccc2N(CCC(=O)N(C)CC(=O)Nc2c(Cl)cccc2Cl)C1=O (stereo not drawn)
  NPYLR7 agonist = 1	hcGAS inh = -12	mcGAS lum = -8
structure: Cc1nccn1CC1CCCN(C(=O)c2csc(Cc3ccccc3)n2)C1 (stereo not drawn)
  NPYLR7 agonist = 18	hcGAS inh = -2	mcGAS lum = nt

Further entries.
SMILES	NPYLR7 agonist	hcGAS inh	mcGAS lum
O=C(Nc1ncnc2sccc12)c1ccc(S(=O)(=O)N2CCc3ccccc3C2)cc1	-7	6	3
CCC(C)(C)C1CCC(=NNc2nc3ccccc3[nH]2)CC1 (stereo not drawn)	-8	-5	nt
CN1CC(=O)N(c2ccc(F)cc2)C1=S	5	-10	nt
Clc1ccc(CNCCCOc2ccccn2)c(Cl)c1	10	-6	nt
Cc1ccc(-c2ccc(OCCNS(=O)(=O)c3ccc(Cl)s3)nn2)cc1	-8	-5	-7
COC(=O)c1nn2cc(-c3[nH]ncc3[N+](=O)[O-])cnc2c1Cl	-7	-3	-7
CCCCCNC(CC(=O)Nc1ccc2ccccc2c1)C(=O)O (stereo not drawn)	12	1	-1
CC1CC1C(=O)NC1CCN(C(=O)C2CC2)CC1 (stereo not drawn)	15	-12	-5
c1ccc(CSc2nc3ncccc3[nH]2)nc1	12	-2	nt
O=C(NC1CCS(=O)(=O)C1)c1c[nH]c2ccc(Br)cc12 (stereo not drawn)	3	-13	nt
O=C(c1ccc(CSc2nccc(C(F)(F)F)n2)cc1)N1C2CCC1CC(Oc1ccc3c(c1)OCO3)C2 (stereo not drawn)	10	-16	-8
Cc1nc(C)c(Cc2ccccc2F)c(N2CCN(C(=O)c3cccc(Br)c3)CC2)n1	-7	5	1
O=C(O)C1CC=CCC1C(=O)Nc1nc2ccc(Cl)cc2s1 (stereo not drawn)	7	-1	-1
CC(C)(O)C#Cc1ccc(-c2nccn2Cc2ccc3c(c2)OCO3)s1	10	-8	-11
Cc1ccc(C(c2ccc(Br)cc2)c2ccc(C)o2)o1	11	-12	nt
CC/C(=C/C(=O)NCCc1nncn1C1CC1)c1cccc(Cl)c1	6	-9	nt
Cc1c(Cl)cccc1NC(=O)CCc1ccc(S(=O)(=O)NC(C)(C)C)cc1	6	-4	nt
C=CCN(CC(=O)N(Cc1ccccc1)Cc1cccs1)C(=O)Nc1c(C(C)C)cccc1C(C)C	18	-2	-5
COc1ccc(F)c(CN2CCCC(O)(CN(C)Cc3cccnc3)C2=O)c1 (stereo not drawn)	31	-9	-12
CC(=O)O[C@]1(C(C)=O)CCC2C3C[C@H](C)C4=CC(=O)CC[C@]4(C)C3CC[C@@]21C (stereo partly drawn)	-3	-5	nt
COC(=O)CN1C(=O)N(C2CCCCC2)C(N(O)C(=O)NC2CCCCC2)C1(C)C (stereo not drawn)	1	0	-2
O=C(Nc1ccc(Br)cc1Br)Nc1cccc2[nH]c([C@@H]3O[C@H](CO)[C@@H](O)[C@H](O)[C@H]3O)nc12	3	-2	-3
CSc1ccccc1C(=O)N1CCC(n2cnc3ccc(C)cc32)CC1	-3	-2	0
O=C(Cc1csc(-c2cccc(Br)c2)n1)NCCC(=O)N1CCCC1	-1	2	nt
COc1ccc(C)c2sc(N(CCN3CCOCC3)C(=O)/C=C/c3cccs3)nc12	5	-4	nt
CCN1CCN(C(=O)c2ccccc2N2CCC(NC(=O)c3cccc(Br)c3)CC2)CC1	4	-7	nt
COc1ccccc1OCc1nc(C(=O)NCC2CCCO2)cs1 (stereo not drawn)	4	-5	-6
CCNC(=O)C1CCN(c2ccccc2Cc2ccccc2)C1=O (stereo not drawn)	nt	-6	-6
Cc1ccc(NC(=O)c2nn(C)cc2Br)cc1C	-6	-11	nt
Cc1nc2c(C)cccn2c(=O)c1NC(=O)c1ccc(F)cc1F	2	-14	nt

Of the compounds above, these have bromine.
SMILES	NPYLR7 agonist	hcGAS inh	mcGAS lum
CSc1nnc2c(n1)OC(c1ccccc1Br)Nc1ccccc1-2 (stereo not drawn)	0	-9	-6
O=C(NC1CCS(=O)(=O)C1)c1c[nH]c2ccc(Br)cc12 (stereo not drawn)	3	-13	nt
Cc1nc(C)c(Cc2ccccc2F)c(N2CCN(C(=O)c3cccc(Br)c3)CC2)n1	-7	5	1
Cc1ccc(C(c2ccc(Br)cc2)c2ccc(C)o2)o1	11	-12	nt
O=C(Nc1ccc(Br)cc1Br)Nc1cccc2[nH]c([C@@H]3O[C@H](CO)[C@@H](O)[C@H](O)[C@H]3O)nc12	3	-2	-3
O=C(Cc1csc(-c2cccc(Br)c2)n1)NCCC(=O)N1CCCC1	-1	2	nt
CCN1CCN(C(=O)c2ccccc2N2CCC(NC(=O)c3cccc(Br)c3)CC2)CC1	4	-7	nt
Cc1ccc(NC(=O)c2nn(C)cc2Br)cc1C	-6	-11	nt

More structures
SMILES	NPYLR7 agonist	hcGAS inh	mcGAS lum
CC(=O)CSc1nc2sc3c(c2c(=O)n1-c1ccccc1)CCC(C)C3 (stereo not drawn)	-1	-4	-4
Cc1ccc(N2CCOc3c(O)cc(-c4ccccc4C)cc3C2)nn1	10	-5	-19
N#Cc1ccc(OCC(=O)NCc2ccc(CN3CCCC3)cc2)cc1	4	-2	nt
Cc1ccc(S(=O)(=O)NCc2ccccc2)cc1C(=O)N(C)C	2	-16	nt
CCCn1c(=O)c(C(=O)NCCOC)nn(-c2ccc(OC)c(OC)c2)c1=O	nt	-8	-7
O=C(NCc1cccnc1-n1cncn1)c1ccc2c(c1)CCCO2	-4	-7	-10
O=C(c1ccc(Cl)cc1F)N1CCCc2ccccc21	-1	1	5
CN(C)C=NC(=O)C(C#N)C1=Nc2ccccc2CC1 (stereo not drawn)	0	-3	nt
CCC1(C)NC(=O)N(N=CC2=CCC3CC2C3(C)C)C1=O (stereo not drawn)	5	-5	nt
CCOC(=O)C1(Cc2cccc(OC)c2)CCN(Cc2csc(C(C)=O)c2)CC1	2	-7&2	nt
C=C(C)Cn1c(SCC(C)=O)nc2c1c(=O)n(C)c(=O)n2C	2	-1	nt
Cc1[nH]c(=O)[nH]c(=O)c1CCC(=O)Nc1ccccc1	-8	-2	-8
O=C(CSc1nnc(Cc2ccccc2)o1)c1ccc2ccccc2c1	1	-14	nt
COc1ccc(-c2cc(=O)n(C(C)C(=O)c3ccc(C)cc3)cn2)cc1 (stereo not drawn)	-13	4	-4
O=C(Nc1cc2c(cc1Br)OCCO2)c1cccc(I)c1	-5	-14	-6
COc1cccc2sc(N(Cc3cccnc3)C(=O)c3ccc(C#N)cc3)nc12	-4	-5	-7
CC(=O)NC(CC(C)C)C(=O)N1CCN(Cc2cccc(-c3noc(-c4cccc(C(F)(F)F)c4)n3)c2)CC1 (stereo not drawn)	17	-3	-6
CCOC(=O)C1CCN(c2nc(C)nc3sc4c(c23)CCCC4)CC1	nt	3	0
CCCN1C(=O)C(c2c(CC)[nH]n(-c3ccc(Cl)c(Cl)c3)c2=O)=C([n+]2ccc(C)c(C)c2)C1=O	-9	-12	-4
COc1cccc(NC(=O)NCC2CCN(c3nc(Cc4ccc(F)cc4)ns3)CC2)c1	-3	-9	-7
CN(Cc1cc(C(C)(C)C)n[nH]1)c1nc(-c2ccncc2)nc2c1CNC2	1	-3	nt
CC(C)Oc1ccccc1Nc1ccc2c(C3CC3)noc2n1	1	2	1
Fc1ccccc1OCCn1c(SCc2nc3ccccc3[nH]2)nc2ccccc21	10	-2	-7
O=C(c1scc2c1OCCO2)N1CCCC(N2CCN(c3cccc(Cl)c3)CC2)C1 (stereo not drawn)	3	-3	nt
COc1ccc(N2C(=O)CSC2c2coc3ccccc3c2=O)cc1Cl (stereo not drawn)	2	4	-2
CCSCCOC(=O)C1=C(C)NC2(O)c3ccccc3C(=O)C12O (stereo not drawn)	5	-2	-7
CCOc1ccc(NC(=O)CCl)cc1S(=O)(=O)N1CCCC1	-1	-8	1
C=CCn1cc(CNC2CC(C)(C)Oc3ccc(OC)cc32)c(C)n1 (stereo not drawn)	nt	-8	-12
C=CCNC(=O)N[C@H]1[C@H](O)[C@@H](N2CCC(C(=O)OC)CC2)[C@@H]2OC[C@H]1O2	-13	-1	-3
CCC(C)CN(CC(=O)N1CCc2sccc2C1COc1cccc(F)c1)C(=O)Nc1ccc(C)cc1 (stereo not drawn)	-2	-8	-6
Cn1nc(C(=O)Nc2nc3ccc(Oc4ccccc4)cc3s2)ccc1=O	7	-2	nt
CC(c1cccc(-c2ccccc2C(N)=O)c1)N(C)C (stereo not drawn)	-1	-4	-2
COc1ccc(CN2CCCC(CCC(=O)Nc3ccc(OC)c(Cl)c3)C2)cc1 (stereo not drawn)	11	-10	nt
CN(CC(F)(F)F)C(=O)CSCc1ccc(F)cc1C#N	1	-5	nt
COc1ccccc1-c1nc2cccc(C)n2c1NC(C)(C)C	-5	-11	-7
Cc1nn(C)c2ncc(CN3CCc4ccccc4C3)cc12	13	-9	nt
NC(=O)[C@H](Cc1c[nH]c2ccccc12)NC(=O)c1ccc2nc(-c3ccccc3)c(-c3ccccc3)nc2c1	-7	-3	nt
CCOC(=O)C1(CCOc2ccccc2)CCN(Cc2ccc(OCC)c(CO)c2)CC1	1	0	0
Cc1nc2c(C)cccn2c(=O)c1NC(=O)c1ccccc1F	4	-14	nt
O=C(NCC1CNCCOC1)NC1CCCCC1 (stereo not drawn)	3	-7	-14
Cn1ccnc1CN(C(=O)c1ccc(C#CC(C)(C)O)o1)C1CC1	8	-4	-15
Cc1ccccc1OCCn1c(=S)[nH]c2ccccc21	-2	-1	1
CCOC(=O)C1CCCN(C(c2ccco2)C2Sc3nc(CC)nn3C2=O)C1 (stereo not drawn)	-1	-10	-9
CCCc1oncc1C(=O)N1CCC2(CN(C)C(=O)O2)C1 (stereo not drawn)	2	-2	nt
COc1ccc(C(=O)N(Cc2cccc(F)c2)Cc2cc(NC(=O)c3cccs3)ccc2N(C)C)cc1	-13	1	1
COCCn1c(=O)c2c(nc3n(-c4ccccc4F)c(C)c(C)n23)n(C)c1=O	13	-9	nt
CCC(Nc1ccc(Oc2ccc(Cl)cn2)cc1)C(N)=O (stereo not drawn)	0	-5	nt
CC(NC(=O)c1cccc2c1OC(C)C2C)c1ccc(S(C)(=O)=O)cc1 (stereo not drawn)	18	-9	-17
